Compound activity: PubChem BioAssay, several laboratories
RORA act: activates the human nuclear receptor RORA; hit rate 1.5% among 65,000; CHO-K1 Gal4-RORA LBD luciferase reporter, luminescence; percent increase over mock-subtracted basal signal; activation, % at 10 µM;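 active means activation above the mean of all tested compounds plus 3 SD, cut at about 49% in these data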;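 further: 0% = DMSO-treated RORA cells and 100% = added signal equal to DMSO minus mock-transfected cells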
Cdc25B block: inhibitors of human Cdc25B phosphatase; hit rate 0.1% among 65,000; recombinant Cdc25B, OMFP fluorescence Ex485/Em525; AID 368; inhibition, %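 (compounds tested at 10 µM final in the well)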; P30305; in the data active means inhibition above about 50%
Hsp90 block: displaces geldanamycin probe from tumor Hsp90. P07900. NCI-N417 lysate Hsp90, Cy3B-geldanamycin FP displacement. inhibition, % at 30 µM. hit rate 0.35% among 64,000;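 active means inhibition above 50%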;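 further: 0% = tracer plus lysate wells and 100% = tracer alone without lysate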
D1 allo mod: allosteric modulators of human D1 dopamine receptor. hit rate 5.9% among 58,000. P21728. B-score at 10 µM. HEK293 D1, CRE-luciferase, dopamine EC30 potentiation; actives deviate in either direction. AID 641;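 active means luminescence count or its row- and column-corrected plate score outside the 99.7% band of the plate's sample wells, on either side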
FXIIa inh mix: factor XIIa (human) inhibition, mixture screen; purified FXIIa, fluorogenic substrate, pooled mixtures; inhibition, % at 5 µM; hit rate 0.2% among 62,000; P00748; AID 684; in the data active means inhibition above about 20%, passing the limit was not always enough;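 further: 0% = enzyme without compound and 100% = no enzyme blank; some results filed as inactive read as strong as hits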
Target sequence (P00748 20-372 limits assumed): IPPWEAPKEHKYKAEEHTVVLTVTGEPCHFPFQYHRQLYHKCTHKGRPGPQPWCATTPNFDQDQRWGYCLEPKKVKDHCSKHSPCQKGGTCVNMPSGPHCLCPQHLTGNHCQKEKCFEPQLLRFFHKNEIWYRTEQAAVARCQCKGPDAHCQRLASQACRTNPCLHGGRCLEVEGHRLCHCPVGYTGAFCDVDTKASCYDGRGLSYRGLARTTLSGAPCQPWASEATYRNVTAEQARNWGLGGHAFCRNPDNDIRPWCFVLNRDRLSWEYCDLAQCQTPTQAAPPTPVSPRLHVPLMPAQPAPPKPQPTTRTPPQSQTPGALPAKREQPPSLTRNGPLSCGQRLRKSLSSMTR
Target sequence (P00748 373-615 limits assumed): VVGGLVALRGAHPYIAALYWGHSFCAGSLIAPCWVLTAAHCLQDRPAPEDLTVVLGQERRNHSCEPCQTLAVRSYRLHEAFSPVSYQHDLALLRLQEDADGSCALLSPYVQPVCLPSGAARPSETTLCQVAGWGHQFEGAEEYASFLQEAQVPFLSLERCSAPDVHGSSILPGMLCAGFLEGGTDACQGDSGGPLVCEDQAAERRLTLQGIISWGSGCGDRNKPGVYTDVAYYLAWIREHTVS
Her2 expr inh: inhibitors of human Her2 kinase expression; P04626; SKBR-3 HER2 protein level, AlphaScreen, 18-24 h; hits give low values; HER2 level % of control, % at 10 µM; hit rate 0.69% among 65,000;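 active means HER2 level under 5% of the carrier-only control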;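 further: 100% = DMSO carrier and 0% = 500 nM PU-H71 HSP90 inhibitor; lower value means stronger loss of Her2 protein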
TNAP act mid DEA: activates human TNAP at intermediate phosphate acceptor concentration; P05186; purified TNAP, CDP-star luminescence, 100 mM DEA, 30 min; hits give high values; scale: 0 levamisole-inhibited, 1 vehicle-only enzyme; activation factor at 20 µM; 64,000 tested, under 10 active; AID 813;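 active means activation factor of at least 2 at 20 µM, relative to controls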
MKP-1 inh: inhibitors of human MKP-1 phosphatase. P28562. recombinant MKP-1, OMFP hydrolysis fluorescence. inhibition, %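 (compounds tested at a single concentration somewhere between 10 and 100 µM)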. hit rate 0.15% among 65,000;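 active means inhibition above about 50%, limit read from the data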;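 further: 0% = DMSO max control wells and 100% = wells with enzyme stopped by NaOH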
Target sequence (P28562 whole entry, looked up): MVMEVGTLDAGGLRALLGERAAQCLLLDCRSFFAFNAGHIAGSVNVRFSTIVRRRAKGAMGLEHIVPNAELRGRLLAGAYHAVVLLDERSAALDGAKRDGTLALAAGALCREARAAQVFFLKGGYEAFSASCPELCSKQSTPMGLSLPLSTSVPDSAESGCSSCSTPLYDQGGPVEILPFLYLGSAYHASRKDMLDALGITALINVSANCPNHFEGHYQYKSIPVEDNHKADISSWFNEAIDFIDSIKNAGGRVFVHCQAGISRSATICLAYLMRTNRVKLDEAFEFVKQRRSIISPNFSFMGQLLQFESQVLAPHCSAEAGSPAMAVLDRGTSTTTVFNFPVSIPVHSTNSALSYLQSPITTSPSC
SF1 activator: activates the human nuclear receptor SF-1. Q13285. activation, % at 10 µM. CHO-K1 Gal4-SF-1 LBD luciferase reporter; % increase over DMSO SF-1-specific signal. hit rate 1.9% among 65,000;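 active means activation above the mean activation of all tested compounds plus 3 SD, cut at about 50% in these data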
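Assay system: CHO-K1 cells co-transfected with Gal4 DBD–human SF-1 LBD, 5xGal4 luciferase reporter; doses: 10 µM only; incubation: 20 h compound exposure at 37 °C after 1 h cell settling; signal: luciferase light emission; evaluation: percent activation versus DMSO; repeats: one test per compound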
The depositor's hits bear a star; / = no result given.

Every second line gives: RORA act	Cdc25B block	Hsp90 block	D1 allo mod	FXIIa inh mix	Her2 expr inh	TNAP act mid DEA	MKP-1 inh	SF1 activator
CCOC(=O)c1[nH]c2c(c1C)C(=O)CC(c1ccc(N(C)C)cc1)C2 (configuration not stated)
  10	-9	-2	-1	1	96	1	4	28
Cn1cc(C(=O)NCCN2CCN(c3ccccc3F)CC2)c2c3ccccc3n(C)c2c1=O
  3	-12	-1	-2	4	79	1	43	5
CCN(CCCNC(=O)C1CCN(S(=O)(=O)CC)CC1)c1ccccc1
  -2	12	3	-1.5	-5	99	1	26	-9
COc1cccc(C(=O)Nc2ccc(NC(=O)c3ccco3)nc2)c1
  17	-7	-1	0.72	10	120	0.9	-7	21
Cc1n[nH]c(C)c1S(=O)(=O)N1CCCC(C(=O)NCc2cccs2)C1 (configuration not stated)
  11	-14	4	-0.85	2	76	0.8	-3	3
CCOC(=O)C1CCN(C(=O)Cc2c(C(=O)O)n(C)c3ccccc23)CC1
  -3	5	-2	2.1	-20	140	1	-19	16
CC(C)Sc1nc(-c2cccs2)nc2c1c(=O)n(C)c(=O)n2C
  11	6	0	0.09	2	79	0.9	11	-12
COc1ccc2[nH]c(=O)c(CN(Cc3nnnn3CCc3ccccc3)CC3CCCO3)cc2c1 (configuration not stated)
  -3	6	-2	/	6	114	0.9	26	20
N/C(=N\c1nc2ccccc2o1)NC(=O)c1ccccc1NC(=O)c1ccccc1
  5	7	-4	/	/	48	0.9	-24	9
CCOCCCNC(=O)C1CCCN(S(=O)(=O)CC)C1 (configuration not stated)
  26	-2	-3	-1.5	4	93	0.9	7	-10
O=C(CCc1nc(-c2ccc(Cl)cc2)no1)OCc1ccc(Br)cc1
  -14	-15	-3	-0.34	/	78	/	15	4
CCOc1cccc(C(=O)NC2CCCCC2)c1
  31	-14	-6	2.4	10	106	1	5	52*
CN(c1ccccc1C(=O)Nc1ccc2c(c1)OCCO2)S(C)(=O)=O
  -23	3	-5	-0.12	6	113	0.9	22	-7
CCCn1cc2c(c1-c1cccc(C)c1)c(=O)n(C)c(=O)n2C
  4	4	-4	-1.1	10	87	0.9	-24	0
O=S(=O)(Nc1ccccn1)c1ccc(C2CCCCC2)cc1
  -15	13	-3	0.5	-16	144	0.8	9	-2
COCCCNC(=O)c1cn(C)c(=O)c2cc(OC)c(OC)cc12
  5	-20	/	/	4	65	0.9	11	4
O=C(CSc1nnc(-c2cccnc2)n1-c1ccccc1)Nc1ccc2c(c1)OCO2
  10	1	-3	0.26	-15	106	1	-3	-8
CC(C)(C)NC(=O)Cn1nnc(-c2ccc(Cl)cc2)n1
  5	-3	-2	0.16	1	97	1	17	10
O=C(CS(=O)(=O)Cc1ccccc1)NCC1CCCO1 (configuration not stated)
  11	-14	-11	0.092	-4	91	0.9	-6	13
CSc1nc(N2CCOCC2)c2c(c1C#N)CCCCC2
  -3	-11	-2	0.29	-5	45	0.8	-7	-16
COc1ccc(NC(=O)CCCNS(=O)(=O)c2cccs2)cc1
  -15	-5	/	0.0053	11	89	0.9	6	14
FC(F)(F)c1cccc(N2CCN(Cc3ccoc3)CC2)c1
  -2	-11	-2	-0.66	7	106	0.9	-1	0
CCn1ncc(Br)c1C(=O)N(C)C12CC3CC(CC(C3)C1)C2
  12	-8	-3	-0.11	6	83	1	13	-2
COC(=O)/C(=C1/Oc2cc(C)oc(=O)c2S1)C(F)(F)F
  -95	1	1	/	4	-15*	1.1	-31	-96
CCCn1c(C(O)c2ccc3c(c2)OCO3)nc2ccccc21 (configuration not stated)
  -7	-6	/	0.12	3	90	0.9	0	-3
Cc1ccc(C)c(C(=O)C(C)OC(=O)c2cccn2C)c1 (configuration not stated)
  -34	25	-6	0.22	9	88	0.9	23	-18
Fc1ccc(-c2cc(C(F)(F)F)nc(-n3cncn3)n2)cc1
  -12	-8	-2	3.4*	8	72	0.9	26	-11
O=C(OCC(=O)N1CCCCCC1)c1cccs1
  14	-12	-2	-1.8	-15	99	0.9	-2	55*
O=C(COC(=O)CCC(=O)Nc1nccs1)NCc1ccco1
  -11	5	-3	0.45	-1	91	0.9	-29	-23
COc1ccc(F)c(C2C(C#N)=C(N)Oc3n[nH]c(C(C)(C)C)c32)c1 (configuration not stated)
  11	-18	-2	0.62	18	92	0.9	15	5

A stretch from further up:
Every second line gives: RORA act	Cdc25B block	Hsp90 block	D1 allo mod	FXIIa inh mix	Her2 expr inh	TNAP act mid DEA	MKP-1 inh	SF1 activator
O=C(COC(=O)CCC(=O)Nc1nccs1)NCc1ccco1
  -11	5	-3	0.45	-1	91	0.9	-29	-23
COc1ccc(F)c(C2C(C#N)=C(N)Oc3n[nH]c(C(C)(C)C)c32)c1 (configuration not stated)
  11	-18	-2	0.62	18	92	0.9	15	5

Additional results follow.
Every second line gives: RORA act	Cdc25B block	Hsp90 block	D1 allo mod	FXIIa inh mix	Her2 expr inh	TNAP act mid DEA	MKP-1 inh	SF1 activator
CN1C(=O)C(=C2CCCCCC2)SC1=S
  -18	11	36	-0.41	-20	69	0.9	-13	-4
CCOC(=O)C1CCCN(C(=O)c2cn(C)c3ccc(S(=O)(=O)N(C)C)cc3c2=O)C1 (configuration not stated)
  10	-4	-1	0.83	9	108	0.9	13	-8
CN(CC(=O)N1CCc2ccccc21)S(=O)(=O)c1cccc2cccnc12
  14	-5	-3	/	-17	100	0.9	8	-15
O=C(Nc1ccc(S(=O)(=O)N2CCc3ccccc32)cc1)c1ccco1
  20	-18	-4	-4.9*	4	92	0.9	0	13
O=C(COC(=O)CCc1c[nH]c(=O)[nH]1)Nc1ccccc1
  -16	23	-1	0.034	5	81	0.9	-2	14
COc1ccc(N/C=C2/CCCCC2=O)cc1
  26	-1	-3	2.8*	6	85	1	4	20
CCC(CC)C(=O)NCCc1cc2ccc(OC)cc2[nH]c1=O
  0	-2	-3	-0.29	3	77	0.9	5	-8
O=C(O)c1cnc2ccccc2n1
  -9	-10	0	-0.018	0	97	1	28	5
COc1ccc(C(=O)N2c3ccccc3CC2C)cc1OC (configuration not stated)
  -16	-16	1	0.11	6	110	1	6	4
CCOC(=O)c1ccc(N2C(=O)C3CC=CCC3C2=O)cc1 (configuration not stated)
  -2	2	-2	0.29	10	145	0.9	-4	12
CC(C)(C)n1nc2c(c1NC(=O)c1ccc(Br)cc1)CS(=O)C2 (configuration not stated)
  5	-7	-3	-0.42	5	103	0.9	5	9
Cn1c(CCN2CCCCCC2)nc2cc(NC(=O)Nc3ccccc3)ccc21
  6	7	-6	-0.81	-1	63	1.2	12	-13
CC(C)COC(=O)c1ccc(NC(=O)C2C3CCC(C3)C2C(=O)O)cc1 (configuration not stated)
  24	-2	-3	0.26	9	135	0.9	10	16
COc1ccc(-n2ncc3c(NCCCn4ccnc4)ncnc32)cc1
  44	-6	2	/	/	101	0.9	-32	45
O=C(NCCO)c1scc2c1OCCO2
  6	-9	0	0.2	8	119	1	-4	-15
CCOc1ccccc1C1C(C#N)=C(N)SC(N)=C1C#N
  17	-5	-3	-0.089	-3	107	0.9	-31	6
CC1(C)CC(=O)C2=C(C1)NCN(CCCN1CCOCC1)C2
  16	0	-2	/	6	108	0.9	-6	4
O=C(Nn1c(-c2ccccc2)nc2ccccc2c1=O)c1ccco1
  -17	-7	1	0.01	5	95	0.9	-12	-9
CCOC(=O)c1ccc(CC(=O)c2oc3cc(O)ccc3c2C)o1
  5	3	-9	-0.59	16	96	0.9	21	-13
Oc1c(C(c2cccs2)N2CCN(c3cccc(Cl)c3)CC2)sc2ncnn12 (configuration not stated)
  17	-9	0	-0.1	1	90	0.9	1	17
CC(=O)N1CC2(C)CN(C(C)=O)CC(C)(C1)C2O (configuration not stated)
  -2	-7	2	-0.15	1	104	0.9	-3	-6
CCc1nnc(NC(=O)C2CCCN2S(=O)(=O)c2ccc(F)cc2)s1 (configuration not stated)
  -10	4	-1	0.26	9	113	0.9	22	-2
COC(=O)C1=C(C)N=C2SC(C)C(=O)N2C1c1cccc(F)c1 (configuration not stated)
  -18	7	4	-0.77	/	148	0.9	-17	8
O=C(CN(C1CCCCC1)S(=O)(=O)c1ccc(Cl)cc1)NCc1ccncc1
  13	-12	-1	-0.056	3	81	0.9	10	-3
COc1ccc(NC(=O)CCn2cccc2)cc1
  28	-4	1	-0.38	0	114	0.9	1	18
CCN(CC)c1ccc(/C=N/n2nnnc2N)c(O)c1
  26	-3	6	0.45	2	66	0.9	13	20
CC(C)Cc1cc(C(=O)NCc2cccs2)no1
  12	-5	-2	0.11	5	121	1	-4	42
CCOc1cc(Br)c(C(=O)O)cc1OCC
  16	-5	-3	-0.23	3	63	1	9	9
Cc1n[nH]c(C)c1S(=O)(=O)N1CCC(C(=O)O)CC1
  1	-5	0	0.07	0	84	0.9	-2	-2
Cc1ccccc1NC(=O)N1C2CCCC1CC(NC(=O)C(C)(C)C)C2 (configuration not stated)
  -8	-15	-2	0.66	8	107	0.9	1	-4
CCOC(=O)c1c(C)[nH]c(C(=O)OC)c1CCC(=O)OC
  0	-11	-1	2.5	2	131	1	14	-14
CCN1C(=C2C(=O)c3ccccc3C2=O)C=Cc2ccccc21
  /	-3	-17	0.094	5	/	0.7	-5	/
COc1cccc(-n2nc(C(=O)O)c3ccccc3c2=O)c1
  14	-8	0	-0.085	8	102	1	11	8
COc1ccccc1CNC(=O)CS(=O)Cc1nc(-c2ccccc2C)oc1C (configuration not stated)
  13	-7	-4	0.053	10	64	1	0	-4
O=C(NC(Cc1ccccc1)C(=O)N1CCCC1C(=O)O)c1ccccc1 (configuration not stated)
  18	-3	-4	0.68	-14	79	1	4	-23
Cc1ccc(C)n1-c1cccc(C(=O)O)c1
  17	21	0	0.7	7	75	0.9	50*	7
Cn1c(=O)n(CCc2ccccc2)c(=O)c2c1nc1n2CCCN1c1ccccc1
  8	/	/	0.34	-20	/	0.9	/	10
CC(C)C(C(=O)NCC1CCCO1)N(Cc1ccco1)C(=O)CNS(=O)(=O)c1ccccc1 (configuration not stated)
  -12	-1	1	-0.88	1	132	1	13	3
CC1CN(C(=O)c2cccs2)CCN1C(=O)c1cccs1 (configuration not stated)
  -12	-9	-1	-0.39	7	89	0.8	0	-7
CCOC(=O)C1CCN(C(=O)c2cccc(Cl)c2)CC1
  2	2	-1	-1.4	-1	103	0.9	10	2

Arranged by value in D1 allo mod (smallest number first): 3 of the compounds above.
molecule | D1 allo mod
COc1cccc(-n2nc(C(=O)O)c3ccccc3c2=O)c1 | -0.085
Cc1ccc(C)n1-c1cccc(C(=O)O)c1 | 0.7
CCOC(=O)c1c(C)[nH]c(C(=O)OC)c1CCC(=O)OC | 2.5

Next compounds follow:
Every second line gives: RORA act	Cdc25B block	Hsp90 block	D1 allo mod	FXIIa inh mix	Her2 expr inh	TNAP act mid DEA	MKP-1 inh	SF1 activator
O=C(O)Cc1ccc(NC(=O)C2CC=CCC2C(=O)O)cc1 (configuration not stated)
  -12	-11	-8	0.015	9	115	0.9	-3	-3
COc1cccc(NC(=O)CCN2CCC(C(N)=O)CC2)c1
  -8	-6	-1	0.066	3	88	1	10	-7
COc1cc(/C=c2\s/c(=C(/C#N)C(=O)N3CCCC3)n(-c3ccccc3)c2=O)ccc1O
  7	-5	-11	/	7	26	0.8	31	28
CCc1nc2c3cnn(-c4cc(Cl)ccc4C)c3ncn2n1
  -15	0	-6	1.2	-1	43	0.9	-18	6
CCOC(=O)c1c(C)n(C)c2ccc(OCC(O)Cn3c(C)nc4ccccc43)cc12 (configuration not stated)
  -2	-16	-2	-0.29	/	52	/	9	3
COc1ccc(-c2noc(COc3ccc(Cl)c(C)c3)n2)cc1
  -21	-9	1	-0.5	4	90	0.9	1	0
